CHT PAM: allosterically activates the human high affinity choline transporter. 310,000 compounds, 0.49% hits. CHT-expressing cells, membrane potential dye, choline EC20; active compounds read high; LV-AA mutant CHT in HEK293 cells. Q9GZV3. B-score at 10 µM;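 active = initial fluorescence not abnormally high and integrated response B-score, plate-corrected, over 3 SD above library mean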
Target sequence (Q9GZV3 whole entry, looked up): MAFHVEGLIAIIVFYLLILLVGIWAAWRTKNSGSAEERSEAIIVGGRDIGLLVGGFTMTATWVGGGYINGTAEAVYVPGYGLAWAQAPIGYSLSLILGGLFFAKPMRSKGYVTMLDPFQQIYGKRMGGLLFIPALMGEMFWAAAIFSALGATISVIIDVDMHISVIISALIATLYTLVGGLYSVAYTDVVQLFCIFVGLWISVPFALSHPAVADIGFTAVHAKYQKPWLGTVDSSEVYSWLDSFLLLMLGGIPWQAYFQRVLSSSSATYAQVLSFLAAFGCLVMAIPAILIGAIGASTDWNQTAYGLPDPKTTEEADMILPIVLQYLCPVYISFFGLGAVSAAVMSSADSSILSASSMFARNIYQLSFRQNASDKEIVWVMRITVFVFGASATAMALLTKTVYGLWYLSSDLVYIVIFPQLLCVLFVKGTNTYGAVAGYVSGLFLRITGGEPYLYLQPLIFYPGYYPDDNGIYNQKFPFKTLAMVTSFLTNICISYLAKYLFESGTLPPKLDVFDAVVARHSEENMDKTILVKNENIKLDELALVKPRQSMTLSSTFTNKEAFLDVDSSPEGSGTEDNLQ
OX1R antag: human HCRTR1 antagonism | O43613 | CHO/OX1R cells, Fluo-8 calcium fluorescence, orexin A | inhibition, % at 5 µM | 330,000 compounds, 0.43% hits;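 active = inhibition above its plate's threshold, mean inhibition of all tested compounds on the plate plus 3 SD, cut at about 37% in these data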;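 also: 0% = orexin A challenge wells and 100% = SB-334867-A antagonist wells; not every result past the cut was called active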
Target sequence (O43613 whole entry, looked up): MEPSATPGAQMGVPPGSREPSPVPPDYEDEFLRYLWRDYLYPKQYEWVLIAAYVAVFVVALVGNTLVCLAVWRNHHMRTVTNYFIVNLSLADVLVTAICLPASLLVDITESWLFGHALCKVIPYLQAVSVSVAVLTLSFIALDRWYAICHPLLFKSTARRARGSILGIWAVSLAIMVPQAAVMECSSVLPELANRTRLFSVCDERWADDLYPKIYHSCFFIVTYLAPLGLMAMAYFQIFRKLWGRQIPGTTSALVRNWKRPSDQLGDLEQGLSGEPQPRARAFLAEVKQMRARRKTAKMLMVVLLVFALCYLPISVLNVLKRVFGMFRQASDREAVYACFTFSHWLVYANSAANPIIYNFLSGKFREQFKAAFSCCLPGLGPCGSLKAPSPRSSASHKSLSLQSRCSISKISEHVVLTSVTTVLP
Starred values were filed as active, the others as inactive; i = inactive; nt = not tested or not shown.

smiles,CHT PAM,OX1R antag
CCC(=O)Nc1cccc(NC(=O)c2cccc([N+](=O)[O-])c2C)c1,i,-16
COc1ccc2nc(SCC(N)=O)cc(C)c2c1,i,-24
CC(C)CCNc1nc(N)c([N+](=O)[O-])c(NCC2CCCO2)n1 (configuration not stated),i,-47
CSc1nc(Oc2ccc3ccccc3c2)c2sccc2n1,i,-24
Cn1c2ccc(CC(=O)O)cc2c2cc(CC(=O)O)ccc21,i,-1
CC(C)C(=O)c1cc2c(cc1NC(=O)c1ccccc1)OCCO2,i,-56
COc1ccc(-n2nnnc2SCC(=O)Nc2nnn(C)n2)cc1,i,0
Cc1sc(NC(=O)c2ccco2)c(C(c2cccnc2)N2CCN(c3ccc(F)cc3)CC2)c1C (configuration not stated),i,-49
CSCC[C@H](N)C(=O)N1CCC(C(=O)N[C@H](C)C(=O)Nc2ccc(C(C)C)cc2)CC1,i,-15
COc1ccc(C(=O)NNC(=S)NC(=O)c2ccccc2)cc1,i,18
CCCCC(=O)NC(Nc1sc2c(c1C(N)=O)CCCC2)(C(=O)OCC)C(F)(F)F (configuration not stated),i,-23
O=C(C1CCC1)N1CCN(c2ccnc3cc(Cl)ccc23)CC1,i,-34
CCCC(=O)Oc1ccc(C2NC(=O)c3ccccc3O2)cc1OC (configuration not stated),i,-11
COC(C(=O)Nc1ccc(S(=O)(=O)Nc2c(C)cccc2C)cc1)c1ccccc1 (configuration not stated),i,0
COc1ccccc1NC(=O)CSc1nnc(CNC(=O)c2ccco2)o1,i,-12
Cn1ccnc1SCC(=O)Nc1ccc2c(c1)OC(F)(F)O2,i,-24
COc1ccc(S(=O)(=O)NCC(c2ccc3c(c2)OCO3)N2CCOCC2)cc1C (configuration not stated),i,-10
Nc1c2c(nc3sc4c(c13)CCCC4)CCCCCC2,i,-33
COc1ccc(-c2nnc(SCc3ccc(C(=O)O)cc3)o2)cc1OC,i,2
O=C(COC(=O)/C=C/c1ccccc1Cl)Nc1cccnc1Cl,nt,-16
O=C(Cc1c(O)c2ccccc2[nH]c1=O)NC1CCCCCCC1,i,-13
COc1ccc(CN2CSC(=S)N(Cc3ccccc3)C2)cc1,i,0
COc1ccc(-c2cnnn2-c2ccc(N)cc2)cc1OC,i,-22
CC(C)Oc1ccc(CNC(=O)c2cc(S(=O)(=O)N3CCOCC3)cn2C)cc1,i,-18
O=C(COc1ccc2ccc(=O)oc2c1)NCC(O)c1ccccc1 (configuration not stated),i,7
O=C(O)COc1ccc(C(NC(=O)c2c(F)cccc2F)NC(=O)c2c(F)cccc2F)cc1,i,-16
CCCN(CCC)C(=O)C[n+]1cccc(/C=N/O)c1,i,1
COc1ccc(Cl)cc1NS(=O)(=O)c1cccc(C(=O)NCC(C)(C)N2CCOCC2)c1,nt,-11
CCOc1ccccc1NC(=O)CSc1cn[nH]n1,i,-3
CCOC(=O)c1ccc(NS(=O)(=O)c2ccc3c(c2)oc(=O)n3C)cc1,i,-25
O=c1oc(Nc2cccc(F)c2)nc2ccccc12,i,-5
COCCN=c1scc(-c2cc(OC)c(OC)c(OC)c2)n1/N=C/c1c(C)[nH]c2ccccc12,i,-12
CC/C(=N\NC(=O)c1ccc(-c2ccccc2)cc1)C12CC3CC(CC(C3)C1)C2,i,-23
COC(=O)c1ccccc1SC1CC(=O)N(c2ccccc2)C1=O (configuration not stated),i,-18
O=C(CN1C(=O)CC(c2ccccc2)=Nc2ccccc21)NCc1ccco1,i,-16
COc1ccc(C(=O)CSc2nnc(Cn3cnc4ccccc43)o2)cc1,i,35
CCOC(=O)C1(CCOc2ccccc2)CCN(Cc2cccc3nonc23)CC1,i,-34
CC1CCc2sc(C(=O)NNC(=S)NC3CC3)cc2C1 (configuration not stated),i,-13
CCCn1c(N)c(C(=O)CSc2nncs2)c(=O)[nH]c1=O,nt,-12
CN1C(C(=O)NCc2ccc(OC(F)(F)F)cc2)CC2Cn3c(nc4ccccc43)C21 (configuration not stated),i,-15
Cc1ccc(-c2ccc(OCC(=O)N3CCOCC3)cc2)cc1,i,0
O=[N+]([O-])c1cc(S(=O)(=O)N2CCCC2)ccc1NCCc1ccccc1,i,3
S=C(NCc1ccco1)NCC1CCCO1 (configuration not stated),i,-7
N=C(N)SCc1nc2ccccc2c(=O)n1-c1ccccc1Cl,i,-15
CCN(Cc1ccc2c(c1)OCO2)C(=O)CSc1ncnc2sccc12,nt,-18
CCOc1c(OC(C)=O)ccc(/C=C2\N=C(SCC)SC2=O)c1[N+](=O)[O-],i,-15
COc1ccc(Cl)cc1NC(=S)N1CCN(C(=O)C2CCCO2)CC1 (configuration not stated),i,-9
Cc1ccc(-c2noc(CCCC(=O)N3CCOCC3)n2)cc1,i,-10
O=C(COC(=O)C1=COCCO1)Nc1ccc([N+](=O)[O-])cc1C(F)(F)F,nt,-11
CC1Cc2nc(SCC(=O)NC3CCCCC3)n(C)c(=O)c2S1 (configuration not stated),i,-16
CSCCC(=O)N1CCC(n2nccc2NC(=O)CCc2ccccc2)CC1,i,nt
COc1ccc(CNC(=O)CCCn2nc(C)c3c(C)n(-c4ccc(C)cc4)nc3c2=O)cc1OC,i,-29
Cc1cc2c(ncn2C)c(NS(=O)(=O)c2ccccc2Cl)c1C,i,-14
CCCC1=Nc2cc(C(=O)NCCN3CCCC3)ccc2Sc2ccccc21,i,-31
COc1ccc(/C=C/C(=O)c2cc(Br)ccc(=O)c2O)cc1,i,4
COc1ccc(CCC(C)NCCc2ccc(Cl)cc2Cl)cc1 (configuration not stated),i,-18

Following part.
smiles,CHT PAM,OX1R antag
COc1ccccc1NC(=S)N1CCc2cc(OC)c(OC)cc2C1,i,-7
O=C(CCCOc1ccccc1)Nc1nncs1,i,-15
CCCC1CCC(=NNS(=O)(=O)c2ccc(C)c([N+](=O)[O-])c2)CC1 (configuration not stated),i,-8
CC1(C)C2CC[C@]3(C)C(CC=C4[C@@H]5C[C@@](C)(CO)CC[C@]5(C(=O)O)CC[C@]43C)[C@@]2(C)CC[C@@H]1O (some centres not stated),i,10
O=C(COc1ccc(Br)cc1)Nc1cc(S(=O)(=O)N2CCCCC2)ccc1N1CCCCC1,i,-17
O=C(Cc1ccccc1)Nc1ccccc1C(=O)N1CCCCC1,i,-13
COC(=O)Nc1ccc(S(=O)(=O)N2CCC(C(=O)NCc3ccc4c(c3)OCO4)CC2)cc1,nt,-2
Cc1ccc(-c2nn(-c3cc(N4CCNCC4)ccc3[N+](=O)[O-])c(=O)c3ccccc23)cc1,i,-3
O=C1Cc2ccccc2C(=O)N1c1ccc(F)cc1Cl,i,-7
COc1ccccc1NC(=O)CN1CCOCC1,i,-8
CCOc1ccccc1NC(=S)NCCc1ccc(F)cc1,i,-27
O=C(NC1C(=O)NNC1c1ccc(Cl)cc1)c1ccc(F)cc1 (configuration not stated),i,-8
CCCCOC(=O)C1CCCC(C(=O)OCCCC)N1 (configuration not stated),i,-20
Cc1cc(NC(=O)CCC(=O)N(CC(=O)NCC2CCCO2)c2ccccc2)no1 (configuration not stated),i,-11
Cc1ccccc1NC(=O)NC1(C(=O)N2CCOCC2)CCCCC1,i,-2
N/C(=N\OC(=O)CC1CCCCC1)c1ccccn1,i,7
COc1ccc(-c2nnc(SCc3nc4ccccc4s3)n2C(C)C)cc1,i,-22
O=c1[nH]c(O)c(/C=C2\C=Nc3ccccc32)[nH]1,i,nt
N#CC1=C(N)Oc2n[nH]c(-c3ccccc3)c2C1c1ccncc1 (configuration not stated),i,-9
Nc1ccc2nc(-c3ccccc3)[nH]c2c1,i,-11
Clc1cccc(Cl)c1CO/N=C/c1cccs1,i,-23
CC1(C)Oc2ccc3ccc(=O)oc3c2[C@@H](O)[C@@H]1O,nt,4
O=c1[nH]cc(S(=O)(=O)NCc2ccccc2)c(=O)[nH]1,i,-9
CC(C)(C)c1csc(NC(=O)c2cccnc2)n1,i,nt
O=C(COC(=O)C1CC1)Nc1ccc(OC(F)F)cc1,i,-7
CSc1ccc(OC2CCCCC2NS(=O)(=O)c2ccccc2)cc1 (configuration not stated),i,-3
Oc1ccc2ccccc2c1N=Nc1ccccn1,i,29
COc1ccc(C)cc1S(=O)(=O)N1CC(C)OC(C)C1 (configuration not stated),i,-18
CCOC(=O)c1c(NC(=O)CSc2nc3nc(C)cc(C)n3n2)sc(CC)c1C,i,-17
COc1ccc(NC(=O)CCS(=O)(=O)c2cc3c(cc2C)NC(=O)CO3)cc1,i,-30
CCC(C)NC(=O)C1CCN(c2nc(OC)nc(OC)n2)CC1 (configuration not stated),i,-20
CC1(C)Oc2ccc(C(=O)NC3CC3)cc2N(CC(=O)N2CCOCC2)C1=O,i,-7

Rewritten field by field: part of the list above.
Compound: COc1ccc(-c2cnnn2-c2ccc(N)cc2)cc1OC
  CHT PAM: i | OX1R antag: -22
Compound: CCOC(=O)C1(CCOc2ccccc2)CCN(Cc2cccc3nonc23)CC1
  CHT PAM: i | OX1R antag: -34
Compound: Cc1cc(NC(=O)CCC(=O)N(CC(=O)NCC2CCCO2)c2ccccc2)no1 (configuration not stated)
  CHT PAM: i | OX1R antag: -11
Compound: CC1CCc2sc(C(=O)NNC(=S)NC3CC3)cc2C1 (configuration not stated)
  CHT PAM: i | OX1R antag: -13

Following part:
smiles,CHT PAM,OX1R antag
COc1ccc(-c2nc3ccccc3o2)cc1OC,i,-19
CCCCc1cc(=O)oc2cc(OCc3cc(OC)c(OC)c(OC)c3)c(Cl)cc12,i,-21
Cc1cc(OCC(=O)Nc2ccc(N3CCN(C)CC3)cc2)ccc1Cl,i,4
Nc1nc(-c2cc(O)ccc2[N+](=O)[O-])cc(-c2ccccc2)c1[N+](=O)[O-],i,nt
O=C(NCc1ccccc1)C1CC(=O)N(c2ccc(OCC(=O)N3CCCC3)cc2)C1 (configuration not stated),i,-18
CCC(=O)Nc1sc(Cc2ccc3c(c2)OCO3)c(C)c1C(N)=O,i,-24
CCCCNC(=O)CSc1nc(N)c(C(=O)Nc2ccc(OC)cc2)s1,i,-19
Cc1cccc(C(=O)OCC(=O)c2ccc3c(c2)OCO3)c1O,i,-7
CN1CCN(C(CNC(=O)c2ccc(Br)o2)c2ccc(F)cc2)CC1 (configuration not stated),i,-19
CCCCOC(=O)c1ccc(NC(=O)C(=O)NCc2ccccn2)cc1,i,-26
COc1ccccc1/C=C/C(=O)OCC(=O)NCc1ccc2c(c1)OCO2,nt,-13
Cc1ccccc1C(=O)Nc1c(C(=O)N2CCN(C)CC2)cnn1-c1ccccc1,i,-7
COc1ccc(NC(=S)NCC2CCN(c3ccc(OC)cc3)C2)cc1 (configuration not stated),i,-16
C=C(C)c1cccc(C(C)(C)NC(=O)NCCCN2CCCC2=O)c1,i,-20
O=C(COC(=O)C1(c2ccc(F)cc2)CCCC1)N1CCNC1=O,nt,-7
CCOc1ccc(C(=O)NC(C)CCc2ccccc2)cc1 (configuration not stated),i,-30

Given with each value named: 2 of the compounds above
Structure: Cc1ccccc1NC(=O)NC1(C(=O)N2CCOCC2)CCCCC1
  CHT PAM = i | OX1R antag = -2

Structure: N/C(=N\OC(=O)CC1CCCCC1)c1ccccn1
  CHT PAM = i | OX1R antag = 7

Going on with the list:
smiles,CHT PAM,OX1R antag
CCOC(=O)c1ccc(NC(=O)CN(Cc2ccc(Cl)cc2)S(C)(=O)=O)cc1,i,-16
CCCn1nnnc1NCc1ccc(C(C)C)cc1,i,-26
O=C(NC(=S)NN1CCCCC1c1cccnc1)c1ccc(Br)cc1 (configuration not stated),i,-27
Cc1ccc(S(=O)(=O)N2CCN(CC(=O)N/N=C/C=C/c3ccccc3)CC2)cc1,i,-22
CN(C)C(=O)c1nc2ccc(Cl)cn2c1CN1CCCC(OCc2cccnc2)C1 (configuration not stated),i,-12
Cc1ccc(N2C(=O)CCC2=O)c(C)c1,i,7
O=S(=O)(c1cnccc1N1CCN(/N=C/c2ccccc2)CC1)N1CCCCC1,i,-23
CCC(=O)N[C@@H]1CC(C(C)(C)NC(=O)CC)CC=C1C (some centres not stated),i,-10
CCCCCn1c(=N)c(S(=O)(=O)c2ccc(Cl)cc2)cc2c(=O)n3cccc(C)c3nc21,i,-9
CC1CCC(NC(=O)c2ccc3c(c2)S(=O)(=O)c2ccccc2C3=O)CC1 (configuration not stated),i,-15
CCOC(=O)c1c(NC(=O)C2CCCO2)sc(C(N)=O)c1C (configuration not stated),i,-22
CCOC(=O)c1c(C)oc2c1c(C(c1ccncc1)N1CCOCC1)c(O)c1ccccc12 (configuration not stated),i,-21
O=C(NCc1ccccc1)C1c2ccccc2Oc2ccccc21,i,-22
NC(=O)c1ccc(C(=O)N/N=C/c2cccc(Oc3ccccc3)c2)cc1,i,nt
CC(=O)c1cccc(NC(=S)NC(=O)c2cccc(C)c2)c1,i,-18
Cc1ccccc1/C=C\c1nc2ccccc2c(=O)[nH]1,i,-6
CCCc1nc2ccccc2n1CCOc1ccccc1,i,-22
CC(C)(C)OC(=O)NCCc1nnc(SCc2c(Cl)cccc2Cl)o1,i,-25
COc1ccc(C(=O)Nc2cccc(OC)c2)cc1,i,-1

Look-ups from above:
CCCn1c(N)c(C(=O)CSc2nncs2)c(=O)[nH]c1=O in OX1R antag is listed with -12
Cc1cc(NC(=O)CCC(=O)N(CC(=O)NCC2CCCO2)c2ccccc2)no1 (configuration not stated) in OX1R antag is listed with -11
Cc1ccc(-c2nn(-c3cc(N4CCNCC4)ccc3[N+](=O)[O-])c(=O)c3ccccc23)cc1 in OX1R antag is listed with -3
